# High-throughput results deposited in PubChem BioAssay by several laboratories.
# MsrA inhibitor = bovine MsrA enzyme inhibitors, primary screen, biochemical, absorbance, HTS. Methionine sulfoxide reductase A (Bos taurus). purified bovine MsrA, absorbance read-out. inhibition, % at 15.5 µM. 360,000 compounds, 0.75% hits. AID 651718, 2012; in the data active means inhibition above about 4.5%;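 further: 0% = vehicle wells with enzyme and 100% = reference inhibitor wells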
# CSN deneddyl inh = inhibitors of CSN-mediated cullin deneddylation, primary screen, biochemical, fluorescence polarization, uHTS; COP9 signalosome complex subunit 5 (Homo sapiens), Q92905; Purified CSN, SCF-Nedd8-OG deneddylation; inhibition, % at 12.5 µM; 360,000 compounds, 0.38% hits;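 active means pattern-corrected inhibition above about 35%, with an unprinted fluorescence ratio check between 0.5 and 1.5, limit read from the data, passing the limit was not always enough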;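 further: 0% = enzyme with substrate and 100% = substrate without enzyme; some results filed as inactive read as strong as hits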
# Target sequence (Q92905 whole entry, looked up, one chain of several): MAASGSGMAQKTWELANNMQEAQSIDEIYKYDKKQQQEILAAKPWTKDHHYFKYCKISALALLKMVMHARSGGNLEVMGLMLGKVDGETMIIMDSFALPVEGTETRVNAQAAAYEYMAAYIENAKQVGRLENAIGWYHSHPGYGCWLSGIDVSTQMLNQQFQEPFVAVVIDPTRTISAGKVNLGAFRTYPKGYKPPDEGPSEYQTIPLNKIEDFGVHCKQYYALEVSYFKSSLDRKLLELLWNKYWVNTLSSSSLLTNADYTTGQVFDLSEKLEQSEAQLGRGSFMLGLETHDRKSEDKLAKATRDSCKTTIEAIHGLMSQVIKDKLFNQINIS
#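 Detection – fluorescence polarization · System – HEK293T-derived human Csn5 enzyme · Controls – substrate-only high control, full reaction low control · Timing – 90 min, room temperature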
# Rpn11 inh = Rpn11 (PSMD14) deubiquitinase inhibitors, primary screen, biochemical, fluorescence polarization, uHTS | 26S proteasome non-ATPase regulatory subunit 14 (Homo sapiens), O00487 | human 26S proteasome, Ub4-pepOG fluorescence polarization; 20S core pre-blocked with epoxomicin | calls only at 20 µM | 360,000 compounds, 0.59% hits | AID 588493, 2011;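 active means inhibition at 20 µM, scaled to each plate's controls, above about 33%, limit read from the data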
# Target sequence (O00487 whole entry, looked up): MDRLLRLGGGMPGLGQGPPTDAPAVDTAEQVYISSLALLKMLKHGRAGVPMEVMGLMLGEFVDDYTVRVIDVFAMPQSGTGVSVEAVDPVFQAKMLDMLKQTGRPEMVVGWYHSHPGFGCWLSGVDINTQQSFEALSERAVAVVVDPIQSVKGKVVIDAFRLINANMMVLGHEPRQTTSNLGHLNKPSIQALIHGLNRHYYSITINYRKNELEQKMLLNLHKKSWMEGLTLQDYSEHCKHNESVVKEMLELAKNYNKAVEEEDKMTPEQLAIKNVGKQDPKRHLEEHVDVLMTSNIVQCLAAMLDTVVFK
# DNMT1 block = human DNMT1 methyltransferase inhibitors, primary screen, biochemical, molecular beacon, fluorescence, HinP1I cleavage, uHTS; DNA (cytosine-5)-methyltransferase 1 (Homo sapiens), P26358; inhibition (reported as % activation of signal), % at 10 µM; 360,000 compounds, 0.83% hits; AID 588458, 2011; in the data active means inhibition above about 50%
# SUMO1-SIM PPI = modulators of SUMO1 protein-protein interactions, primary screen, biochemical, uHTS; Small ubiquitin-related modifier 1 (Homo sapiens), P63165; SUMO1 binding to a labelled peptide, TR-FRET, 1 h; inhibition, % at 20 µM; 360,000 compounds, 0.33% hits; AID 602429, 2012; in the data active means inhibition above about 37%
# LMPTP inh = LMPTP phosphatase inhibitors, primary screen, biochemical, fluorescence intensity, uHTS | Low molecular weight phosphotyrosine protein phosphatase (Homo sapiens), P24666 | recombinant LMPTP-A, OMFP fluorogenic substrate | inhibition, % at 20 µM | 360,000 compounds, 0.22% hits | AID 651560, 2012;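 active means compounds that cut the enzyme signal by at least half of the control window in the single-dose screen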;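 further: plate controls were DMSO wells with enzyme plus substrate for no effect and substrate without enzyme for full effect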
# Target sequence (P24666 whole entry, looked up): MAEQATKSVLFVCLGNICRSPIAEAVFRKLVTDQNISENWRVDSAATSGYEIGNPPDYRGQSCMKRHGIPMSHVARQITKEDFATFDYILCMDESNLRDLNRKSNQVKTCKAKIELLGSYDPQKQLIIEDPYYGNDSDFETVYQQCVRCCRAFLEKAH
#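 Test system: LMPTP-A phosphatase enzyme; input: 0.625 nM LMPTP-A final; reagent: OMFP substrate, 400 µM final; compound dosing: 20 µM single dose, 3% DMSO; incubation: 50 min dark incubation at room temperature; measured by: endpoint fluorescence intensity from OMFP dephosphorylation; measure: % inhibition relative to no-enzyme and uninhibited control wells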
# NadD block = inhibitors of S. aureus NadD, primary screen, biochemical, colorimetric, uHTS. Nicotinate-nucleotide adenylyltransferase NadD (Staphylococcus aureus N315). purified NadD enzyme, colorimetric absorbance read-out. inhibition, % at 20 µM. 360,000 compounds, 0.78% hits. AID 602399, 2012; in the data active means inhibition above about 26%; further: some compounds past the cut are filed as inactive
# TbMetRS inhib = T. brucei MetRS inhibitors, primary screen, biochemical, luminescence; inhibition, % at 11.9 µM; 360,000 compounds, 0.4% hits; methionyl-tRNA synthetase (Trypanosoma brucei brucei); AID 624268, 2012; purified T. brucei MetRS, ATP depletion, Kinase-Glo luminescence;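 active means inhibition above a per-plate cutoff of the control wells' mean inhibition plus 3 SD, cut at about 5.5% in these data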;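 further: 0% = DMSO wells median and 100% = median of wells with control inhibitor compound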
#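 Dosing: 11.9 µM single point; system: parasite MetRS enzyme; technique: luminescence of leftover ATP; times: 15 min enzyme-compound preincubation, 2 h reaction, 10 min detection, 25 °C; replicates: each compound tested once; read-out basis: percent inhibition relative to median high and low control wells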
# Scp-1 inhibitor = Scp-1 phosphatase inhibitors, primary screen, biochemical, colorimetric, uHTS. Recombinant Scp1, phosphopeptide, malachite green phosphate absorbance. inhibition, % at 20 µM. 340,000 compounds, 0.88% hits. AID 493091, 2011;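 active means inhibition above about 50% at 20 µM, limit read from the data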;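 further: plate controls were DMSO wells with enzyme for no effect and wells lacking enzyme for full effect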
# Target sequence (Q9GZU7 76-261 limits assumed): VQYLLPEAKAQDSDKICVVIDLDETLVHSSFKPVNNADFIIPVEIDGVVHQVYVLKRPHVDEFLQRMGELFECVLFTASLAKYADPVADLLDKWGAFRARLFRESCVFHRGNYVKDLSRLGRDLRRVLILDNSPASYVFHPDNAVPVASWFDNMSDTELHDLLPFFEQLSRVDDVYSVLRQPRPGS
#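 Test system: SCP-1 phosphatase catalytic domain, residues 76-261 | Compound dosing: One concentration, 20 µM, with 1.0% DMSO | Schedule: 45 min room-temperature reaction, 5 min colour, 30 min stabiliser | Detection: Absorbance at 630 nm | Read-out basis: % inhibition of SCP-1 phosphate liberation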
# STEP block = STEP phosphatase inhibitors, primary screen, biochemical, fluorescence intensity, uHTS. recombinant STEP, OMFP fluorogenic substrate. inhibition, % at 20 µM. 360,000 compounds, 0.25% hits. AID 588621, 2011;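 active means inhibition at 20 µM, scaled per plate between control wells, above about 37%, limit read from the data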;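 further: 0% = DMSO with enzyme and substrate and 100% = substrate only without enzyme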
#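 Assay system: isolated STEP enzyme / Timing: 20 min at room temperature, dark / Doses: 20 µM, 1% DMSO / Technique: fluorescence intensity, excitation 480 nm, emission 540 nm / Reagent: fluorogenic phosphatase substrate OMFP at 25 µM final / Measure: percent inhibition scaled to no-enzyme and uninhibited-enzyme controls, plate-pattern corrected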
# * marks the source's active call; other numbers are inactive results; i = inactive; x = no result given.
# Results follow in this order: MsrA inhibitor	CSN deneddyl inh	Rpn11 inh	DNMT1 block	SUMO1-SIM PPI	LMPTP inh	NadD block	TbMetRS inhib	Scp-1 inhibitor	STEP block
Cc1csc(NC(=O)CSc2nnc(CCNC(=O)c3ccc(Cl)c(Cl)c3)n2C)n1
 : -0.3	-2	i	-3	1	0.1	4	-1.0	-2	1
Cc1ccc(-n2nc(C)c3c(C)c(CCC(=O)NCc4ccco4)c(C)nc32)cc1
 : 0.7	0	i	7	-13	0.2	2	-0.9	13	2
O=C(CCNC(=O)N1CC(=O)Nc2ccccc21)NCc1cccc(Cl)c1
 : -1.1	2	i	0	3	-0.9	0	1.2	-3	0
CCCNC(=O)c1cc(S(=O)(=O)N2CCc3ccccc32)cn1C
 : -0.1	-7	i	6	-6	0.5	3	-0.1	-12	-1
O=C1CC(C(F)(F)C(F)(F)C(F)(F)F)=Nc2ccccc2N1
 : 0.7	0	i	0	-1	0.6	-2	0.6	-12	1
COc1ccccc1NC(=O)Nc1ccc(C(N)=O)cc1
 : 0.1	-2	i	5	-1	0.8	0	-0.6	-1	1
COC(=O)c1ccc(CNC(=O)CCC(=O)N2CCOCC2)cc1
 : 0.2	1	i	-2	1	-0.1	1	-0.4	2	-5
O=C(Cc1ccccc1)Nc1nnc(-c2ccco2)o1
 : 1.2	-3	i	9	5	-0.9	0	-1.7	-5	-5
CC(C)c1ccc(/C=C/c2[nH]c(=O)[nH]c(=O)c2[N+](=O)[O-])cc1
 : 4.0	17	i	9	2	-0.2	-3	-1.3	-3	2
CSc1ccc(S(=O)(=O)NC2CCCCCC2)cc1
 : -0.5	-2	i	-1	2	1.6	-7	0.0	4	-1
Cc1ccc(S(=O)(=O)N2CCOC2CNC(=O)C(=O)NCc2ccccc2)cc1 (configuration not stated)
 : 2.0	-1	i	-3	3	-0.7	-1	-0.3	-5	4
COC(=O)c1cn(C)c2ccc(S(=O)(=O)N(C)C3CCCCC3)cc2c1=O
 : 1.0	-3	i	0	11	-0.4	6	-0.1	x	3
N/C(=N\c1nc2ccccc2o1)NC(=O)c1cccc(Br)c1
 : 0.7	0	i	35	-2	-1.4	12	0.0	-1	-1
COC(=O)Cn1c(CCS(=O)(=O)c2ccc(C)cc2)nc2ccccc21
 : -0.1	-3	i	2	-3	0.3	-4	-0.4	-3	0
CC1=NN(c2nc(-c3ccc(C)cc3)cs2)C(=O)C1N=Nc1cccc(C)c1 (configuration not stated)
 : -1.0	-5	i	-1	5	3.8	16	-0.1	-5	3
Nc1cc(=O)[nH]c(SCC(=O)NC2CCCc3ccccc32)n1 (configuration not stated)
 : -1.0	-4	i	1	-2	0.7	-2	0.2	-4	-3
Cn1c(/C=C/c2ccc(Cl)cc2)c([N+](=O)[O-])c(=O)n(C)c1=O
 : 1.4	6	i	4	-17	0.9	-7	0.4	-1	1
COC(=O)C1=CN(Cc2ccc(F)cc2)C=C(C(=O)OC)C1c1cc(OC)c(OC)c(OC)c1
 : 1.0	-6	i	1	-10	0.2	0	0.1	-7	1
O=C(Cn1cnc2c(nnn2-c2ccccc2)c1=O)NCCc1ccccc1
 : 0.5	1	i	2	0	-0.4	-6	-0.3	-20	2
CC(C)CNC(=S)NC(=O)c1csc([N+](=O)[O-])c1
 : -0.2	2	i	-2	-15	4.7	2	-0.1	-17	18
CN1CCN(C2CCN(c3ccc(Nc4nnc(Cl)c(Nc5ccccc5S(C)(=O)=O)n4)c(OC(CF)CF)c3)CC2)CC1
 : -0.9	0	i	-1	-12	-4.0	3	-0.4	1	2
CCc1ccccc1N(C)S(=O)(=O)c1ccc2[nH]cc(C(=O)N3CCc4ccccc43)c(=O)c2c1
 : 0.4	-4	i	6	-1	1.3	19	-0.1	-2	-2
CC(OC(=O)CCN=C1NS(=O)(=O)c2ccccc21)C(=O)N(C)C1CCCCC1 (configuration not stated)
 : 0.9	0	i	0	4	-0.7	3	-0.2	2	2
COc1ccc(S(=O)(=O)N2CCOCC2)cc1NC(=O)COC(=O)c1ccc(C)s1
 : -0.3	-5	i	-2	4	1.1	-1	0.5	-13	-1
CCOC(=O)C(=CNc1cccc(C)c1C)C(=O)OCC
 : 0.6	0	i	1	1	0.4	-7	-0.3	10	2
CCCNC(=O)C1(C)CCN(Cc2cc(C)n(C)n2)C1 (configuration not stated)
 : 0.5	2	i	0	4	-0.9	0	0.2	x	1
COCc1c(C(=O)OC)nnn1-c1ccccc1
 : 0.3	-5	i	-1	-3	-2.2	2	0.2	-7	1
COc1ccc(OC)c(C2=NNC(=NCc3ccc4c(c3)OCO4)SC2)c1
 : 0.3	-2	i	-12	-1	1.2	10	0.2	3	-3
O=C(Nc1ccc(F)cc1F)NC1CC1
 : 0.1	-2	i	3	-5	-0.4	-2	-1.1	-3	-2
COC(=O)c1ccc(SCc2ccccc2)nc1
 : -0.8	-4	i	2	3	0.7	6	-0.6	-7	2
O=S(=O)(NCC(c1cccnc1)N1CCN(c2ccc(F)cc2)CC1)c1cc(F)ccc1F (configuration not stated)
 : -0.1	-3	i	-1	3	-0.5	1	-0.3	-6	-4
COc1ccc(S(=O)(=O)n2nc(C)cc2C)cc1OC
 : -0.8	-1	i	1	0	-0.3	-3	-0.8	-4	-1
Cc1ccc(-n2ncc3c(NCc4ccc5c(c4)OCO5)ncnc32)c(C)c1
 : 0.1	-2	i	-4	0	1.5	0	1.2	-6	3
COc1ccccc1N1CCN(S(=O)(=O)c2ccc(Cl)cc2)CC1
 : 1.5	1	i	-2	-6	1.2	-2	0.0	-2	4
CC1Cc2cc(/C(O)=C3\C(=O)C(=O)N(Cc4cccnc4)C3c3ccccc3F)ccc2O1 (configuration not stated)
 : x	-5	i	-2	-10	0.3	3	-0.6	1	1
Cc1ccc(NC(=O)c2cc(-c3cccc(O)c3)on2)cc1C
 : 0.1	-3	i	-4	10	1.8	0	-0.5	-9	-2
COn1c(-c2ccccc2)nc2ncccc21
 : -0.5	0	i	0	0	-2.1	-7	-1.0	-6	4
CC[C@H]1O[C@H](C)CC2=C1C(=O)OC(C)(C)O2
 : 0.6	23	x	x	-5	-2.0	2	-0.8	x	x
O=C(CCCN1C(=O)/C(=C\c2cccs2)SC1=S)Nc1ccc(O)cc1
 : 1.4	3	i	-5	-30	1.5	-1	-0.3	34	0
O=S(=O)(CCc1ccncc1)c1ccc(Cl)cc1
 : 0.2	-1	i	-1	0	-2.4	-4	-0.3	-5	-2
FC(F)(F)c1cccnc1-n1cncn1
 : -0.9	-2	i	1	1	-1.0	-5	0.1	-15	0
CCOC(=O)/C=C/[C@H]1CCc2cccc(Cl)c2O1
 : -0.1	-7	i	5	5	1.6	-6	0.0	0	-2
COc1cc(/C=N/N=C(N)N)ccc1OCc1ccc(Cl)cc1
 : -0.5	5	i	-3	-13	1.8	1	0.2	-1	7
COC(=O)Cc1cc(=O)n2[nH]cnc2n1
 : -1.2	1	i	1	-1	-0.9	8	0.0	-7	1
CC1CCN(C(=O)C(Cc2ccccc2)NS(=O)(=O)c2ccc3c(c2)oc(=O)n3C)CC1 (configuration not stated)
 : 0.0	-2	i	-6	-4	-0.8	6	-0.4	-10	-2
Cc1cccc(NC(=O)Nc2ccc(Br)cc2)n1
 : 0.1	1	i	5	5	-1.0	0	-0.8	1	-5
O=C(COC(=O)c1cccnc1Cl)NC(=O)NC1CCCCC1
 : -0.4	-2	i	2	-6	-1.3	-3	-0.3	-4	2
Nc1c(C=C2C=CC(=O)C=C2)c(=O)nc2sc(CC(=O)N3CCCCC3)nn12
 : 2.1	0	i	5	-5	0.2	2	-0.4	9	0
Cc1nnc(SCc2nc3ccccc3s2)n1N
 : 0.7	3	i	1	3	-0.8	4	-0.4	-4	-2
CCOC(=O)c1c(NC(=O)Cn2cnc([N+](=O)[O-])n2)sc(C)c1C
 : -1.3	8	i	-5	-7	-1.6	0	-0.5	3	6
Cc1nc(C(F)(F)F)c(C(=O)O)cc1-c1nc(-c2ccccc2)cs1
 : 1.6	4	i	1	-6	-1.6	-8	-0.6	-11	-2
C/[N+]([O-])=C\C1C(=O)CC(C)(C)CC1=O
 : 0.3	-12	i	2	6	-0.5	5	0.5	-10	0
CCN(CC)C(=O)Cn1cnc2ccccc2c1=O
 : -0.7	3	i	0	0	0.0	2	0.1	-10	-5
CCCNC(=O)CC1C(=O)N(Cc2ccccc2)C(C)c2nc3ccccc3n21 (configuration not stated)
 : 0.3	3	i	1	5	-0.9	-3	0.4	-6	6
Cc1cc2occ(CC(=O)N(C)CC(=O)Nc3cccc(F)c3)c2cc1C
 : -0.6	-5	i	2	0	0.5	-11	-0.2	-8	1
CC(C)N1CCc2c(sc(NC(=O)c3ccc(S(=O)(=O)N4CCOCC4)cc3)c2C#N)C1
 : x	26	x	-7	-23	1.0	8	-0.1	-6	-40
O=C(C1CCN(C2CC(=O)N(Cc3ccccc3)C2=O)CC1)N1CCCCCC1 (configuration not stated)
 : -0.1	2	i	22	-4	-2.0	4	-0.9	-6	0
COC(=O)c1ccc(Cn2c(C)c(C(=O)NCc3cccc([N+](=O)[O-])c3)sc2=O)o1
 : 1.3	1	i	-2	-20	0.0	-2	-0.5	x	-2

# Copied from the results shown, two compounds:
# Results follow in this order: MsrA inhibitor	CSN deneddyl inh	Rpn11 inh	DNMT1 block	SUMO1-SIM PPI	LMPTP inh	NadD block	TbMetRS inhib	Scp-1 inhibitor	STEP block
Nc1c(C=C2C=CC(=O)C=C2)c(=O)nc2sc(CC(=O)N3CCCCC3)nn12
 : 2.1	0	i	5	-5	0.2	2	-0.4	9	0
Cc1nnc(SCc2nc3ccccc3s2)n1N
 : 0.7	3	i	1	3	-0.8	4	-0.4	-4	-2

# Rows are unselected. About 3.9% of those tested had a hit in this group.
